# Compound activity from PubChem BioAssay.
# NTR1 agonist = NTR1-driven beta-arrestin-GFP spot formation – imaging, U2OS cells, high content, primary screen (AID 493036); P30989; agonist mode; activation, % at 20 µM; 330,000 compounds, 0.17% hits;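 active = activation at or above 40% of the spot to cytoplasm intensity ratio, with at least 20 cells analyzed; inconclusive = wells under 20 cells, flagged as cytotoxic or low count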;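 note: 0% = DMSO without peptide and 100% = 100 nM NTR1 peptide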
# Target sequence (P30989 whole entry, looked up): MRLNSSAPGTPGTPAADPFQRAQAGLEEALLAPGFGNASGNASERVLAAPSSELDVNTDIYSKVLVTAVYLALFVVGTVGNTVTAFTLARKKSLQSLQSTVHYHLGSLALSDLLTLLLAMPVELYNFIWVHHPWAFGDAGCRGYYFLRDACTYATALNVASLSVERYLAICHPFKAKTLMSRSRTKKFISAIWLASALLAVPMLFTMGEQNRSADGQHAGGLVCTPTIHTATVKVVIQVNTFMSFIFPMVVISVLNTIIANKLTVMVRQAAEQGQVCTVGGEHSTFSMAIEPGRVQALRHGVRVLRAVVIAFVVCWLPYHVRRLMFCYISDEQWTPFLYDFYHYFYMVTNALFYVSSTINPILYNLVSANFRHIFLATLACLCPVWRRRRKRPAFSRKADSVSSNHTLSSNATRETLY
# LYP inhibition = PTPN22 lymphoid phosphatase activity blockers – biochemical, fluorescence intensity, uHTS (AID 1779). inhibition, % at 11.5 µM, or IC50 in µM where a hit was titrated. 290,000 compounds, 0.054% hits. recombinant LYP phosphatase, fluorescence intensity; higher % means a stronger effect; in the data active = inhibition above about 50%;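 note: plate controls were vehicle with enzyme for no effect and no enzyme for full effect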
# Myeloid diff 2 = promotes myeloid progenitor differentiation; ER-HoxA9 myeloid progenitors, lysozyme-GFP differentiation, flow cytometry; 360,000 compounds, 1% hits; AID 624256; calls only at 10 µM;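 active = normalized GFP-positive differentiation at or above the plate's own cutoff, the solvent-only control mean plus 3 SD; inconclusive = no clear call, values can overlap the other calls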;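 note: cells exposed to compound for four days before flow analysis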
# GPR35 arrestin U2OS = inhibition of zaprinast-stimulated GPR35 beta-arrestin translocation – imaging, U2OS, beta-arrestin-GFP, zaprinast agonist, primary screen (AID 2058); U2OS GPR35 beta-arrestin-GFP translocation imaging, zaprinast antagonism; higher % means a stronger effect; one-dose inhibition, % at 10 µM; IC50 in µM for titrated hits; 290,000 compounds, 0.052% hits;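 active = inhibition of at least 50% with at least 30 cells and total cytoplasm GFP at most 10,000,000; inconclusive = under 30 cells or total GFP of 10,000,000 plus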
# MgcRacGAP inhibition = MgcRacGAP GTPase-activating activity inhibitors, confirmation, biochemical, ADP Hunter fluorescence | AID 624330 | 340,000 compounds, 0.6% hits | MgcRacGAP-stimulated Rac1 GTP hydrolysis, ADP Hunter fluorescence; higher % means a stronger effect; GST-tagged Rac1 F28L mutant substrate | one-dose inhibition, % at 30 µM; IC50 in µM for titrated hits;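 active = first-screen hits whose inhibition reached a set limit at any dose in the follow-up dose series; inconclusive = inhibition above the set first-screen limit but never retested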;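 note: fluorescence reports GDP produced by GAP-driven GTP hydrolysis; strong numbers were not always called active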
# HIV fusion peptide = cell-free HIV fusion peptide-binding blockers – biochemical, uHTS, fluorescence dequenching, primary screen (AID 1986) | 290,000 compounds, 0.3% hits | one-dose inhibition, % at 20 µM; IC50 in µM for titrated hits | cell-free peptide binding, fluorescence dequenching, 30 min; higher % means a stronger effect; in the data active = inhibition mostly above about 52%, no sharp cut-off; inactive = mostly below about 76%; note: some results filed as inactive read as strong as hits
# Salmonella PhoP GFP = inhibitors of PhoP regulon expression, primary screen, Salmonella Typhimurium, GFP reporter (AID 1863) | S. Typhimurium PhoP-regulated promoter GFP reporter, 4 h; higher % means a stronger effect | one-dose inhibition, % at 50 µM; IC50 in µM for titrated hits | 300,000 compounds, 0.16% hits;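 active = inhibition over 29.93%, a cutoff 3 SD above the screen mean, later confirmed by dose response; inconclusive = inhibition over 29.93% but no dose response follow-up; inactive = inhibition at most 29.93% or unconfirmed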;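 note: 0% = low Mg2+ inducing control and 100% = high Mg2+ repressing control; strong numbers were not always called active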
# GPR55 LPI antagonism = GPR55 antagonists blocking LPI-driven arrestin recruitment, primary screen, imaging, U2OS, beta-arrestin-GFP, LPI agonist (AID 2013); U2OS GPR55 beta-arrestin-GFP translocation imaging, LPI antagonism; higher % means a stronger effect; one-dose inhibition, % at 10 µM; IC50 in µM for titrated hits; 290,000 compounds, 0.13% hits;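 active = spots per cell inhibited over 60%, with over 100 cells counted and total cytoplasm intensity under 500,000; inconclusive = wells with under 100 cells, flagged as likely toxic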;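 note: U2OS cells stably carrying GPR55 and arrestin-GFP stimulated by 5 µM LPI near EC80; imaged beta-arrestin-GFP aggregate spots per cell after agonist stimulation; plate controls were LPI-stimulated DMSO wells for no effect and DMSO wells without LPI for full effect; some results filed as inactive read as strong as hits; confirmed hits need IC50 under 10 µM and bright autofluorescent wells are also inconclusive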
# Siah-1 displacement = Siah-1 peptide-binding antagonists, primary screen, biochemical, fluorescence polarization, rhodamine-plectin, uHTS (AID 1817); Siah-1 / rhodamine-plectin peptide fluorescence polarization; higher % means a stronger effect; displacement, % at 20 µM, or IC50 in µM where a hit was titrated; 290,000 compounds, 0.02% hits;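 active = displacement of at least 50% at 20 µM, with a fluorescence ratio check between 0.3 and a set limit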;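 note: plate controls were Siah plus tracer with DMSO for no effect and tracer alone without Siah for full effect; strong numbers were not always called active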
# NTR1 agonist cell count 20 µM = also measured in NTR1 agonist; calls as there; cell count; measured here: cell count, cytotoxicity flag
# Myeloid diff 2 GFP+ MAC1+ % = second read-out of Myeloid diff 2, no call of its own (marks repeat the call); GFP+ MAC1+ double positive, %; measured here: differentiation confirmed by MAC1 staining
# Numbers without * were called inactive; i = inactive; ? = inconclusive; / = not tested or not shown; + = active, no number.
SMILES,NTR1 agonist,NTR1 agonist cell count 20 µM,LYP inhibition,Myeloid diff 2,Myeloid diff 2 GFP+ MAC1+ %,GPR35 arrestin U2OS,MgcRacGAP inhibition,HIV fusion peptide,Salmonella PhoP GFP,GPR55 LPI antagonism,Siah-1 displacement
CN(C(=O)c1ccc(Br)o1)C1CCCCC1,0.1,62,-6%,i,1.7,-19%,-21%,0.8%,-4%,-4%,1%
Cc1ccccc1-n1nc2c(c1NC(=O)CCCl)CSC2,-1.3,51,-3%,i,0.6,2%,6%,-1.0%,7%,6%,0%
O=C(CSc1ncn[nH]1)N/N=C/c1ccc(Br)cc1,0.7,54,-8%,i,2.2,-19%,13%,1.2%,-3%,9%,1%
Cc1cc(C)cc(NC(=O)CSc2nc3ccncc3[nH]2)c1,3.8,60,-8%,i,1.0,2%,3%,-0.3%,6%,6%,-4%
O=[N+]([O-])c1cc(Cl)ccc1N1CCOCC1,0.2,57,3%,i,0.7,-1%,2%,-1.4%,3%,2%,-1%
O=C(NC1CCN(Cc2ccccc2)CC1)c1ccc(N2CC3CC(C2)c2cccc(=O)n2C3)c([N+](=O)[O-])c1 (configuration not stated),0.6,62,0%,i,0.9,-12%,2%,4.1%,4%,12%,17%
CN1CCN(S(=O)(=O)c2cccc(C(=O)NC3CCCc4ccccc43)c2)CC1 (configuration not stated),-0.5,66,-5%,i,0.6,9%,5%,-0.5%,1%,-2%,-4%
COc1ccccc1NCCC#N,-1.9,67,-4%,i,1.2,-9%,10%,-1.7%,-6%,8%,5%
COCCNCCCOc1ccc(Cl)cc1Br,-1.3,86,-9%,i,0.1,11%,21%,2.1%,16%,1%,6%
COc1ccc(S(=O)(=O)N2CCC(C(=O)Nc3ccccc3C)CC2)c2cccnc12,-1.6,81,-8%,i,1.7,4%,6%,0.5%,-8%,17%,3%
CCOC(=O)c1ccc(NC(=O)COc2ccc(S(=O)(=O)NC(C)C)cc2)cc1,-0.3,65,1%,i,7.4,0%,10%,1.2%,-4%,16%,6%
COc1cc(C(=O)Nc2cc(C)ccn2)ccc1OCC(=O)N1CCOCC1,-0.4,52,-5%,i,0.7,2%,8%,-0.5%,-4%,22%,4%
O=C(CCNS(=O)(=O)c1ccc(Cl)cc1)NCc1cccnc1,-1.7,69,-6%,i,0.9,18%,11%,1.1%,-10%,14%,0%
Cc1onc(-c2c(F)cccc2Cl)c1C(=O)OCC(=O)NC(N)=O,1.5,57,-5%,i,0.3,-13%,2%,-0.8%,-2%,-9%,-3%
O=C(O)C1C2C=CC(O2)C1C(=O)Nc1cccc(C(F)(F)F)c1 (configuration not stated),0.1,51,-7%,i,0.4,12%,8%,1.7%,-5%,10%,3%
Cc1ccc(S(=O)(=O)N2CCC(N3CCCCCC3)CC2)cc1,-2.0,85,-5%,i,2.2,-7%,19%,2.2%,1%,4%,4%
Cc1ccc(C)c(SCC(=O)NC(=O)NCc2ccccc2)c1,6.3,53,6%,i,0.7,4%,7%,-1.2%,6%,-5%,3%
CCN(CC)CCCCN1c2ccccc2Sc2ccccc21,1.2,89,-4%,i,0.6,-3%,?,-1.0%,-1%,-11%,-2%
CCOc1cccc(/C=C/c2ccc3ccccc3n2)c1OC(C)=O,12,45,-2%,i,0.1,-17%,7%,1.1%,2%,-14%,3%
COc1ccc(C(C)(C)NC(=O)C2CCC(=O)N(C3CC3)C2)cc1OC (configuration not stated),0.1,56,-7%,i,1.5,-13%,6%,-1.6%,4%,-18%,-8%
Clc1ccc(-c2cc(-c3nnc4n3CCCCC4)c3ccccc3n2)cc1,-0.3,61,-3%,+,0.8*,0%,15%,-0.1%,5%,-3%,-2%
Cc1cc(C(=O)COC(=O)c2nccnc2N)c(C)n1C,0.6,56,-8%,i,0.4,0%,1%,-1.6%,1%,4%,-2%
COc1ccc(CCNC(=O)CC(NS(=O)(=O)c2ccc(NC(C)=O)cc2)C(C)C)cc1OC (configuration not stated),0.0,55,-5%,i,1.2,-4%,4%,1.8%,11%,24%,1%
CCc1ccc(Nc2cc(C)nc3nc(C)nn23)cc1,-1.4,44,-11%,i,2.0,-1%,7%,-0.1%,27%,6%,-6%
O=C(NCCc1c[nH]c2ccccc12)c1cccc(S(=O)(=O)Nc2ccccc2Cl)c1,-0.4,55,-7%,i,0.7,0%,4%,7.4%,0%,2%,-4%
Cc1ccc(CNC(=O)[C@@H]2CCC(=O)N2Cc2ccco2)cc1,-6.4,77,-4%,i,1.4,-8%,4%,0.2%,-10%,-8%,2%
O=C(CCc1nc2ccccc2[nH]c1=O)OCC(=O)N1CCc2ccccc21,0.2,83,-1%,i,4.3,-12%,3%,0.8%,18%,-15%,6%
CCC(=O)N1CCc2cc(S(=O)(=O)NCCC(=O)NCc3ccccc3Cl)ccc21,-0.3,45,-15%,i,0.7,-4%,1%,0.7%,-7%,10%,11%
COC(=O)CCN(C1CCCCC1)S(=O)(=O)c1ccc(S(=O)(=O)NC2CCCCC2)cc1,3.8,80,10%,i,1.9,1%,3%,-1.8%,12%,-5%,1%
CCCc1nc2ccccc2c(=O)n1CC(=O)c1ccc(OC)cc1,5.4,93,-8%,i,0.5,0%,8%,-0.8%,4%,-3%,-8%
Cc1noc(C)c1COC(=O)c1ccc(S(=O)(=O)NCc2ccco2)cc1,0.4,74,-8%,i,0.7,-8%,7%,-0.7%,4%,-8%,6%
Cc1ccc(NC(=S)Nc2ccc(Br)cc2)cc1,1.6,46,-5%,i,0.9,-1%,2%,-0.9%,0%,-8%,1%
Cn1nccc1C(=O)Nc1ccn(C23CC4CC(CC(C4)C2)C3)n1,0.6,43,-5%,i,0.3,-8%,-4%,-1.5%,-3%,-1%,9%
CC1CCN(C(=O)c2cc(-c3ccc(Cl)c(Cl)c3)on2)CC1,7.5,50,-1%,i,6.6,-20%,2%,1.6%,-6%,-3%,0%
Cc1ccc2cc3c(NC(=O)c4cccnc4)nn(C)c3nc2c1,2.5,89,-10%,i,0.4,4%,5%,-2.3%,6%,10%,-7%
CC(C)CN1C(=O)C(=O)N(CC(=O)c2ccc3c(c2)OCO3)C1=O,0.1,51,/,i,0.3,/,4%,/,-4%,/,/
Cc1cc(C(=O)NC(=S)Nc2ccccc2N2CCOCC2)ccc1[N+](=O)[O-],3.7,57,1%,i,0.3,-14%,9%,0.5%,9%,31%,1%
Cc1cccc(N/N=C(\C#N)S(=O)(=O)C(C)(C)C)c1,/,/,-5%,i,0.2,-13%,2%,1.0%,-4%,0%,-2%
CSc1nc2ccc(S(=O)(=O)N3CCc4ccccc43)cc2s1,3.8,59,4%,i,8.5,1%,9%,-2.4%,2%,7%,2%
CC(C)CCNC(=O)NC(=O)CSc1nnc2ccccn12,-0.5,49,-5%,i,1.6,15%,1%,-2.6%,0%,8%,0%
c1ccc(Cn2c(SCc3cn4cccnc4n3)nnc2-c2ccco2)cc1,0.7,35,2%,i,0.9,-3%,10%,0.5%,-7%,-9%,6%
COc1ccc(CCNC(=O)c2c(O)c3c([nH]c2=O)CCCC3)cc1,7.5,61,-7%,i,0.5,0%,5%,0.1%,-10%,-8%,-6%
CCc1ccc(CN(C)C(=O)C2CCC(=O)N(Cc3ccccn3)C2)cc1 (configuration not stated),-1.5,62,-9%,i,2.1,-1%,-9%,-0.5%,-14%,3%,-1%
O=C1CCCN1c1ccc(S(=O)(=O)Oc2ccc(Cl)cc2)cc1[N+](=O)[O-],2.6,42,2%,i,0.9,5%,17%,-2.7%,7%,4%,-8%
COc1ccccc1CNC(=O)c1ccc(CS(=O)(=O)c2ccccc2OC)o1,-0.5,90,-9%,i,1.1,19%,8%,1.4%,-2%,22%,-2%
COc1cccc(C(=O)Nc2ccc(N3CCN(Cc4ccccc4)CC3)cc2)c1,-1.2,55,-1%,i,1.1,-6%,3%,-2.6%,-8%,-3%,-7%
CCc1nc(N[C@@H](Cc2c[nH]c3ccccc23)C(=O)O)c2oc3ccccc3c2n1,1.5,39,-2%,i,1.5,-4%,11%,5.3%,16%,3%,-3%
O=C1Cc2ccccc2C(=O)N1c1cccc(Cl)c1,-0.4,46,-9%,i,1.7,1%,7%,10%,21%,0%,-4%
O=C(Nc1ccccc1C(=O)NC(Cc1c[nH]c2ccccc12)C(=O)O)c1ccco1 (configuration not stated),0.7,49,0%,i,0.9,-5%,1%,0.7%,-12%,4%,-2%
Cc1ccc(-c2nc(CS(=O)CC(=O)N3CCN(c4ncccn4)CC3)c(C)o2)cc1 (configuration not stated),-3.7,67,-6%,?,/,6%,-4%,2.5%,7%,2%,3%
O=C1c2ccccc2C(=O)N1CCc1c[nH]c2ccc(O)cc12,1.0,45,-12%,i,0.2,10%,?,-0.7%,6%,2%,12%
COc1ccc(N(C)C(=O)c2oc(=O)c3ccccc3c2-c2ccc(C)cc2)c(OC)c1,6.9,55,-4%,i,0.5,-16%,5%,0.2%,5%,23%,-4%
COc1ccc(-c2nn(-c3ccccc3)cc2CNC(C)Cn2cncn2)c(F)c1 (configuration not stated),0.5,42,-4%,i,0.4,6%,4%,-0.7%,2%,3%,1%
CC(=O)N1CCC(=NNc2nc3ccccc3[nH]2)CC1,-0.5,56,-8%,i,0.0,0%,/,-4.7%,-12%,5%,22%
Cc1ccc(-c2nnc(CCC(=O)N(C)Cc3nccs3)o2)s1,-0.4,58,-5%,i,0.0,26%,3%,-1.8%,-2%,13%,7%
COc1ccc(CCNC(=O)CCCn2c(=O)c3cccn3c3cccnc32)c(OC)c1,0.5,52,-9%,i,0.7,20%,10%,-1.7%,7%,-4%,15%
CC(OC(=O)CCc1cc(C(C)(C)C)c(O)c(C(C)(C)C)c1)C(=O)NC1CC1 (configuration not stated),1.6,64,/,i,0.7,/,1%,/,4%,/,/
S=c1[nH]nc(C2CCCCC2)n1/N=C/c1cccc(Cl)c1Cl,12,102,4%,i,0.5,9%,9%,5.3%,2%,5%,3%
COc1ccc(C(=O)n2cc(C(=O)c3cc(C)ccc3O)cn2)cc1OC,1.5,47,-5%,i,0.5,-2%,7%,3.3%,-9%,1%,-7%

# Outcome played no part in choosing rows (roughly 2.4% active in at least one column).
